# Bioassay records deposited in PubChem by several laboratories.
# West Nile virus CPE = inhibition of WNV-induced cytopathic effect – cell-based, CPE readout (AID 1621); West Nile virus-infected cells, CPE inhibition; higher % means a stronger effect; one-dose CPE inhibition, % at 10 µM; IC50 in µM for titrated hits; 290,000 tested, 0.02% active; in the data active = a potency from the dose series; inconclusive = CPE inhibition mostly from about 3.7% at the one dose, without a potency; inactive = the rest, 99 in 100 with CPE inhibition below about 2.2%; also: strong numbers were not always called active
# Siah-1 displacement = Siah-1 peptide-binding antagonists, primary screen, biochemical, fluorescence polarization, rhodamine-plectin, uHTS (AID 1817). Siah-1 / rhodamine-plectin peptide fluorescence polarization; higher % means a stronger effect. displacement, % at 20 µM, or IC50 in µM where a hit was titrated. 290,000 tested, 0.02% active;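 active = displacement of at least 50% at 20 µM, with a fluorescence ratio check between 0.3 and a set limit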;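 also: plate controls were Siah plus tracer with DMSO for no effect and tracer alone without Siah for full effect; strong numbers were not always called active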
# XIAP displacement = XIAP antagonists, biochemical, IAP family, fluorescence polarization (AID 1018) | XIAP BIR domain, fluorescence polarization peptide displacement; higher % means a stronger effect | displacement, % at 20 µM; hits with a dose series show IC50 in µM | 200,000 tested, 0.007% active; in the data active = displacement above about 50%; also: a part of the inactive calls stands beside numbers as strong as those of hits
# P. falciparum M17LAP = P. falciparum M17LAP inhibitors, primary screen, biochemical, fluorogenic H-Leu-NHMec substrate, 1536-well (AID 1619); recombinant M17LAP, H-Leu-NHMec fluorogenic kinetic assay; higher % means a stronger effect; inhibition, % at 30 µM, or IC50 in µM where a hit was titrated; 220,000 tested, 0.38% active;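 active = compound inhibiting the enzyme by more than half at any dose during confirmatory dose-response retesting; inconclusive = strong single-dose inhibitors picked by rank but not retested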;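 also: plate controls were full reaction with DMSO carrier for no effect and no enzyme background for full effect; strong numbers were not always called active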
# M1AAP inhibition = malaria alanyl aminopeptidase activity blockers – biochemical, fluorogenic H-Leu-NHMec substrate, 1536-well (AID 1445) | 220,000 tested, 0.42% active | inhibition, % at 30 µM, or IC50 in µM where a hit was titrated | recombinant M1AAP, H-Leu-NHMec fluorogenic kinetic assay; higher % means a stronger effect;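 active = primary inhibition above the hit cutoff, then over 50% inhibition at one or more dose response concentrations, cut at about 23% in these data, passing the limit was not always enough; inconclusive = conflicting primary data, or primary hits not chosen for dose response; inactive = low primary inhibition, or under 50% at every dose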;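 also: plate controls were DMSO full reaction for no effect and no enzyme background for full effect; strong numbers were not always called active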
# CSM14.1 death rescue = protection against thapsigargin-triggered cell killing – 384-well, CSM14.1, ATP luminescence, primary screen (AID 1222) | CSM14.1 thapsigargin-induced death rescue, ATP luminescence; higher % means a stronger effect | cellular ATP content (survival), % at 20 µM, or EC50 in µM where a hit was titrated | 190,000 tested, under 10 active;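 active = EC50 below 50 µM in the dose-response confirmation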;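 also: death triggered by thapsigargin at about 15 µM added after 2 h compound pretreatment; cell ATP read after overnight thapsigargin exposure of roughly 18 to 22 hours; normalized against plate controls of thapsigargin alone and 5% DMSO vehicle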
# human PMI inhibitors = human PMI inhibitors, high substrate, primary screen, biochemical, fluorescence intensity, high mannose 6-phosphate (AID 1220); recombinant PMI enzyme, coupled fluorescence intensity; higher % means a stronger effect; one-dose inhibition, % at 20 µM; IC50 in µM for titrated hits; 190,000 tested, 0.66% active; in the data active = inhibition above about 50%
# Yfh1-depleted yeast = enhancers of respiration in Yfh1-depleted yeast, dose response, Friedreich's ataxia, plus single-dose screen (AID 1465). fold induction at 50 µM; hits with a dose series show EC50 in µM. S. cerevisiae Yfh1-off respiration, WST-1 reduction, 72 h; higher fold induction means a stronger effect. 220,000 tested, 0.074% active;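 active = fold induction of absorbance versus untreated yeast above a set limit, then at least 30% activation at any dose in follow-up; inconclusive = repeats straddling the limit, or above it without dose testing; inactive = fold induction below the set limit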;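 also: activators that raise dye reduction in frataxin-depleted yeast; strong numbers were not always called active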
# Salmonella PhoP GFP = PhoP-dependent GFP reporter repression – Salmonella Typhimurium, primary screen (AID 1863); S. Typhimurium PhoP-regulated promoter GFP reporter, 4 h; higher % means a stronger effect; inhibition, % at 50 µM; hits with a dose series show IC50 in µM; 300,000 tested, 0.16% active;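 active = inhibition over 29.93%, a cutoff 3 SD above the screen mean, later confirmed by dose response; inconclusive = inhibition over 29.93% but no dose response follow-up; inactive = inhibition at most 29.93% or unconfirmed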;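 also: 0% = low Mg2+ inducing control and 100% = high Mg2+ repressing control; strong numbers were not always called active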
# * marks the source's active call; other numbers are inactive results; i = inactive; u = inconclusive; x = no result given.
SMILES,West Nile virus CPE,Siah-1 displacement,XIAP displacement,P. falciparum M17LAP,M1AAP inhibition,CSM14.1 death rescue,human PMI inhibitors,Yfh1-depleted yeast,Salmonella PhoP GFP
Cc1c(NC(=O)COC(=O)c2c3c(nc4ccccc24)CCCC3)c(=O)n(-c2ccccc2)n1C,0.0%,6%,-6.1%,-9%,4%,-1.6%,1%,i,-10%
Cc1ccc(C2=NCN(c3ccc(C(=O)O)cc3)C(=S)N2)cc1,0.5%,1%,-1.4%,2%,4%,-0.4%,-6%,i,4%
O=C(c1ccco1)N1CCN(S(=O)(=O)/C=C/c2ccccc2)CC1,-0.2%,0%,-13%,-5%,2%,-2.2%,-1%,i,-1%
CN(CC(=O)NCCc1ccccc1)S(=O)(=O)c1cccc2nsnc12,0.3%,-2%,-2.1%,12%,0%,-1.8%,19%,i,4%
COc1cc(C(O)P(=O)(OC2CCCCC2)c2ccc(N(C)C)cc2)cc(OC)c1OC (stereo unspecified),-1.0%,3%,-6.2%,7%,2%,-2.5%,8%,i,-2%
Cc1ccc(-n2c3nc(=O)[nH]c(=O)c-3cc3c(C)nn(-c4ccccc4)c32)c(C)c1,-0.6%,-2%,-2.3%,-101%,16%,-2.6%,-3%,i,-3%
Cc1ccc(S(=O)(=O)N2CCOCC2)cc1C(=O)OCC(=O)N1c2ccccc2NC(=O)C1(C)C,1.1%,0%,-3.9%,-11%,1%,-1.5%,-3%,i,-3%
Cc1ccc(CN2CCN(/N=C\c3cccc([N+](=O)[O-])c3)CC2)cc1,-1.1%,0%,-2.4%,10%,5%,0.1%,8%,i,-8%
C=C(C)Cn1c(C)cc(C)c(S(=O)(=O)c2ccc(C)cc2)c1=O,-1.5%,6%,-1.1%,2%,-3%,2.2%,8%,i,-4%
CCOC(=O)c1c(CN2CCN(Cc3ccccc3)CC2)n(C)c2cc(Br)c(OC)cc12,-0.2%,-1%,0.4%,8%,2%,4.0%,2%,i,-8%
Cc1ccc2nc(NNC(=O)c3ccc(S(=O)(=O)N4CCc5ccccc5C4)cc3)sc2c1,u,-14%,-8.6%,3%,-10%,-0.2%,-28%,i,46%
N#CC1=C(N)Oc2c(O)cc3ccccc3c2C1c1ccsc1 (stereo unspecified),-0.5%,12%,-2.1%,15%,2%,1.2%,30%,i,35%
O=C(C1CCCO1)N1CCN(c2ccccn2)CC1 (stereo unspecified),-0.5%,0%,-8.0%,-9%,2%,2.7%,18%,i,-3%
CC1CCc2cc(F)ccc2N1C(=O)CCC(=O)O (stereo unspecified),-0.3%,3%,-3.8%,11%,12%,-1.8%,2%,i,-8%
CC(C(=O)NC(=O)NC1CCCCC1)N1CCN(C(c2ccccc2)c2ccccc2)CC1 (stereo unspecified),x,-3%,-3.5%,-3%,-2%,0.7%,18%,x,4%
COc1ccc(N(CC(=O)Nc2nccs2)S(=O)(=O)c2c(C)nn(C)c2C)cc1,0.1%,-3%,-2.2%,0%,4%,-0.5%,-3%,i,3%
CCOC(=O)NCc1ccc2c(c1)OCO2,0.1%,-2%,-3.9%,-6%,14%,1.2%,4%,i,0%
COC(=O)c1c(NC(=O)CN2CCN(c3ccccc3OC)CC2)c2c(C)cccc2n1C,0.2%,2%,-1.0%,4%,-6%,-0.4%,11%,i,6%
CCCCn1c(SCC(=O)Nc2cccc(C)n2)nnc1-c1ccco1,-0.4%,4%,-2.5%,18%,-5%,-2.3%,-5%,i,-1%
COCCNC(=O)c1ccc2ccccc2n1,0.3%,-2%,-6.1%,-5%,-2%,-1.6%,13%,i,22%
O=C(CSc1ncn[nH]1)c1cc2ccccc2o1,0.0%,5%,-1.7%,7%,9%,-0.6%,-15%,i,0%
COc1cc([N+](=O)[O-])cc(/C=N/NC(=O)c2cc(C)nc3ccccc23)c1O,-0.2%,12%,x,37%,21%,x,x,i,0%
O=C(Nc1ccc2nc(-c3ccco3)[nH]c2c1)c1ccco1,-0.8%,-5%,9.2%,35%,9%,-4.9%,0%,i,5%
CCCCC1CCC(c2nc(-c3ccccn3)no2)CC1 (stereo unspecified),0.6%,-2%,-4.7%,-5%,3%,-1.6%,6%,i,14%
CN1CCC(NC(=S)NC2CC2)CC1,1.1%,4%,-8.0%,-2%,5%,0.0%,2%,i,8%
CN(C)CCNC(=O)c1ccc(COc2ccc(Cl)cc2Cl)cc1,-2.4%,-2%,-5.7%,-1%,-1%,-1.7%,-8%,i,6%
O=C(/C=C/c1ccc(S(=O)(=O)N2CCOCC2)cc1)NC(=S)Nc1ccc(N2CCOCC2)cc1,-0.9%,6%,-2.6%,-24%,1%,-2.2%,-3%,i,-7%
COc1cccc(-c2nnn(CCC(=O)O)n2)c1,0.1%,2%,-3.9%,14%,10%,-0.9%,-2%,i,-11%
Cc1nc(SCc2ccccc2F)c2cnn(-c3ccccc3)c2n1,-0.4%,6%,-5.6%,20%,8%,4.1%,29%,i,-3%
Cc1ccc(N2C(=O)C(Cc3ccc(O)cc3)NC2=S)cc1C (stereo unspecified),-0.5%,0%,-0.8%,4%,3%,1.2%,3%,i,-1%
COC(=O)c1nn(-c2ccccc2)c(Cl)c1/C=N/OC(=O)c1ccc(Cl)c(Cl)c1,0.2%,-7%,-4.7%,3%,1%,-1.2%,-3%,i,-11%
Clc1ccc(N=C2SCCS2)cc1,-0.5%,-4%,x,-8%,8%,x,x,i,7%
S=c1[nH]nc(-c2cccnc2)o1,-0.3%,4%,-3.8%,9%,4%,-1.2%,-19%,i,-3%
O=C(c1ccco1)N1CCN=C1SCc1ccc(F)cc1,0.0%,-3%,-5.8%,-5%,0%,-0.7%,7%,i,12%
COc1ccc(OC)c2c(C)c(C)[nH]c12,0.2%,0%,x,-4%,8%,x,x,i,-4%
COc1ccc(NC(=O)C2CC(=O)n3cnnc3S2)cc1 (stereo unspecified),0.5%,2%,-6.3%,7%,11%,4.1%,30%,i,-12%
O=C(COC(=O)c1ccccc1O)Nc1ccc(S(=O)(=O)N2CCCCC2)cc1,-0.2%,2%,-6.3%,5%,-1%,-0.2%,4%,i,6%
COCCCNS(=O)(=O)c1ccc2c(c1)OCCO2,0.8%,3%,-5.2%,10%,4%,-1.8%,-7%,i,-1%
COc1ccc(-c2noc(COc3ccc(C)c(C)c3)n2)cc1OC,-0.6%,6%,-2.0%,5%,-2%,-1.6%,14%,i,-2%
COc1cc(/C=N/NC(=O)c2cc(C34CC5CC(CC(C5)C3)C4)[nH]n2)ccc1O,0.2%,4%,2.3%,3%,7%,-1.9%,21%,i,5%
COC(=O)[C@@H](NC(=O)NC1CCN(Cc2ccccc2)CC1)C(C)C,0.0%,-1%,-4.5%,3%,-2%,-0.7%,9%,i,7%
CCOC(=O)COc1c(/C=N\OC)cc(Cl)cc1OC,-0.1%,-2%,-6.3%,1%,-1%,-1.1%,7%,i,4%
CC1=C(C(=O)OCCc2ccccc2)C(c2ccsc2)NC(=O)N1C (stereo unspecified),-1.8%,-8%,-0.2%,8%,12%,-0.8%,-3%,i,-9%
O=C(CSc1ncnc2nc[nH]c12)N1CCN(c2ccc(Cl)cc2)CC1,-0.4%,0%,-2.3%,7%,-3%,-1.0%,7%,i,1%
C/C(=N\N=C1\NC(=O)CC(C(=O)O)S1)c1cccs1 (stereo unspecified),-0.3%,0%,-2.3%,40%,14%,-1.8%,4%,i,-3%
CCN(CC)S(=O)(=O)c1cc(C(=O)Oc2cccc(-c3cnc4ccccc4n3)c2)ccc1Br,-0.2%,-6%,-24%,13%,9%,7.7%,-8%,i,-20%
Cc1c(NC(=O)COC(=O)Cc2ccc(Cl)cc2)c(=O)n(-c2ccccc2)n1C,x,2%,-2.4%,13%,18%,1.4%,-3%,x,-10%
O=C(c1ccc(F)cc1F)C1CCN(c2ccc([N+](=O)[O-])cn2)CC1,-0.6%,7%,x,-1%,-6%,x,x,i,-6%
O=C1c2ccccc2C(Nc2ccc(F)c(Cl)c2)N1Cc1ccco1 (stereo unspecified),-0.3%,0%,-2.7%,25%,11%,x,-13%,i,13%
COc1ccc(NC(=O)CSc2c(C)n[nH]c2C)cc1,0.6%,-8%,-5.7%,22%,0%,1.0%,-33%,i,-7%
# The listing continues.
SMILES,West Nile virus CPE,Siah-1 displacement,XIAP displacement,P. falciparum M17LAP,M1AAP inhibition,CSM14.1 death rescue,human PMI inhibitors,Yfh1-depleted yeast,Salmonella PhoP GFP
O=C(CNC(=O)Cc1ccccc1)NCC(=O)OCC(=O)c1ccccc1Cl,0.1%,-2%,-0.3%,22%,10%,-2.0%,-11%,i,-12%
COc1ccc(/C=N/Nc2ccc(C(F)(F)F)cc2[N+](=O)[O-])cc1,-0.2%,6%,-7.5%,7%,4%,2.0%,0%,i,2%
CCCCC(=O)Nc1ccc(C(=O)NNC(=S)NC(=O)c2cccs2)cc1,-1.9%,-10%,-0.3%,56%,5%,4.5%,6%,i,15%
Cc1oc2cc(O)ccc2c(=O)c1-c1nncn1-c1ccccc1,0.5%,5%,8.2%,0%,8%,-0.9%,6%,i,-4%
COc1cc(NC(=S)NCc2cccnc2)c(OC)cc1Cl,-0.7%,7%,-7.2%,9%,3%,0.2%,-3%,i,-3%
CC1CCCC(NC(=O)c2ccc(CNc3c(N4CCCC4)c(=O)c3=O)cc2)C1C (stereo unspecified),0.1%,3%,6.6%,1%,3%,x,7%,i,10%
Cc1c(F)cccc1NC(=O)CSCC(=O)Nc1ccccc1,-0.2%,-4%,-1.6%,11%,0%,-0.2%,-2%,i,-5%
O=C(O)CC(c1ccc(Cl)cc1)n1cccc1 (stereo unspecified),0.5%,-2%,-4.8%,10%,8%,-2.7%,-6%,i,-5%
CCCCOC(=O)Nc1cc(C(=O)OC)ccc1C(=O)OC,1.5%,3%,-4.1%,12%,6%,x,12%,i,3%
O=C(COC(=O)CNC(=O)c1ccco1)NCCN1C(=O)CSC1=O,0.5%,8%,-3.7%,4%,-2%,0.9%,-8%,i,2%
CCC1CC2(C)NC(=O)c3c(sc4c3CC(C)(C)OC4)N2C1=O (stereo unspecified),x,1%,-1.8%,-17%,6%,0.1%,4%,x,-1%
C=CCNc1nnnc2c1sc1nc(N3CCOCC3)c3c(c12)CCCC3,0.1%,0%,x,2%,2%,x,x,i,-13%
O=C(Nc1nnc(CCN2CCOCC2)s1)c1ccccc1,0.3%,-2%,-4.5%,8%,6%,2.7%,-10%,i,-5%
COc1ccc(N2CCN(C(=O)Nc3ccccc3C)CC2)cc1,-0.3%,12%,-5.1%,0%,2%,0.1%,9%,i,9%
Cn1cc(/C=N/NC(N)=S)c2ccccc21,0.3%,-6%,x,41%,13%,x,x,i,0%
COCC(=O)Nc1cccc(Br)c1,0.4%,2%,-5.9%,-17%,-2%,-1.9%,6%,i,8%
Cc1nn(C2CCCO2)c(=O)nc1N (stereo unspecified),0.2%,-4%,-9.1%,0%,-2%,-2.8%,2%,i,10%
